From PubChem
P. falciparum M1AAP – P. falciparum M1AAP inhibitors, biochemical, fluorogenic H-Leu-NHMec substrate, 1536-well (AID 1445); recombinant M1AAP, H-Leu-NHMec fluorogenic kinetic assay; higher % means a stronger effect; inhibition, % at 30 µM, or IC50 in µM where a hit was titrated; actives 0.42% (n = 220,000);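 active = primary inhibition above the hit cutoff, then over 50% inhibition at one or more dose response concentrations, cut at about 23% in these data, passing the limit was not always enough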;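 also: plate controls were DMSO full reaction for no effect and no enzyme background for full effect; strong numbers were not always called active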
GPR55 activation – GPR55 agonists via beta-arrestin recruitment, primary screen, imaging, U2OS cells, beta-arrestin-GFP redistribution (AID 1961). U2OS GPR55 beta-arrestin-GFP redistribution imaging; higher % means a stronger effect. one-dose activation, % at 10 µM; EC50 in µM for titrated hits. actives 0.048% (n = 290,000);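 active = activation above 40% with more than 50 cells counted in the well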;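 also: U2OS osteosarcoma cells stably expressing GPR55 and beta-arrestin-GFP; plate controls were DMSO negative control for no effect and LPI positive control for full effect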
KOR beta-arrestin-1 – kappa opioid receptor activators – cell-based, luminescence, uHTS, primary screen (AID 1777) | KOR beta-arrestin recruitment, luminescence; higher % means a stronger effect | actives 0.02% (n = 280,000) | activation, % at 10 µM, or EC50 in µM where a hit was titrated; in the data active = activation above about 50%, passing the limit was not always enough; also: a part of the inactive calls stands beside numbers as strong as those of hits
M17LAP inhibition – P. falciparum M17LAP inhibitors, primary screen, biochemical, fluorogenic H-Leu-NHMec substrate, 1536-well (AID 1619) | recombinant M17LAP, H-Leu-NHMec fluorogenic kinetic assay; higher % means a stronger effect | one-dose inhibition, % at 30 µM; IC50 in µM for titrated hits | actives 0.38% (n = 220,000);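 active = compound inhibiting the enzyme by more than half at any dose during confirmatory dose-response retesting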;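 also: plate controls were full reaction with DMSO carrier for no effect and no enzyme background for full effect; strong numbers were not always called active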
KOR beta-arrestin-2 – kappa opioid receptor blockers – cell-based, luminescence, uHTS (AID 1778); KOR beta-arrestin recruitment, luminescence, antagonist mode; higher % means a stronger effect; actives 0.091% (n = 290,000); inhibition, % at 10 µM; hits with a dose series show IC50 in µM; also: strong numbers were not always called active
Dynein cargo inh – dynein cargo transport inhibition; 3617.4 mouse cells, GR-EGFP nuclear translocation imaging; test concentration mostly 20 µM; stimulated with dexamethasone, 1 µM; stronger effect = lower value; z-score, hits read low; actives 0.47% (n = 220,000); AID 1381;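 active = plate z-score of nuclear minus cytoplasmic receptor signal below a set negative limit, without overly bright fluorescence or cell loss, cut at about -3.5 in these data, passing the limit was not always enough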;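 also: z-score of nuclear minus cytoplasmic ring GR-EGFP intensity difference per well; some compounds called inactive have numbers as strong as hits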
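Buffer or medium: tet-free, stripped-serum medium; reagent: dexamethasone at 1.0 µM final, 30 min; incubation: 48 h induction, 1 h compound, 30 min dex at 37 °C; measured by: formaldehyde fixation, Hoechst nuclear stain, 10x automated fluorescence imaging; read-out: nuclear-to-cytoplasmic GR-EGFP distribution per well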
HEK293 NOD2/NF-kB – NOD2 signaling inhibitors, cell-based, luminescence, uHTS, HEK293 (AID 1566); actives 0.63% (n = 290,000); HEK293 NOD2/NF-kB luciferase reporter, luminescence; higher % means a stronger effect; inhibition, % at 4 µM, or EC50 in µM where a hit was titrated; also: many of its hits are not listed in these tables
NOD1 inhibition – NOD1 signaling inhibitors, primary screen, cell-based, luminescence, uHTS (AID 1578). actives 1% (n = 290,000). inhibition, % at 4 µM; hits with a dose series show EC50 in µM. NOD1-driven NF-kB luciferase reporter cells, luminescence; higher % means a stronger effect; in the data active = inhibition mostly above about 36%, no sharp cut-off; inactive = mostly below about 34%;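 also: HEK-293T reporter cells stimulated with the NOD1 agonist gamma-tri-DAP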
AID2073 – inhibitors of Mint1-CaV2.2 protein interaction, biochemical, HTRF (AID 2073). HTRF protein-protein interaction, Mint1-CaV2.2; higher % means a stronger effect. one-dose inhibition, % at 20 µM; IC50 in µM for titrated hits. actives 0.19% (n = 290,000); in the data active = inhibition mostly above about 51%, no sharp cut-off; also: some results filed as inactive read as strong as hits
Dynein cargo inh cytoplasmic EGFP – further read-out of Dynein cargo inh, marked with its call; z-score; measured here: cytoplasmic GR-EGFP intensity; stronger effect = higher value
Dynein cargo inh nuclear GR-EGFP – also measured in Dynein cargo inh; calls as there; z-score; measured here: nuclear GR-EGFP intensity;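 lower value marks the stronger effect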
Dynein cargo inh cell count – recorded beside Dynein cargo inh, whose call it bears; z-score; measured here: cell count per field
The depositor's hits bear a star; i = inactive; x = no result given; [ ] = another dose, or the depositor's remark. Rule as the data show it, unless noted: active = inhibition above about 50%; inactive = the rest. The list is partial; rates above refer to the full screens.

Each structure is followed by: AID2073, GPR55 activation, P. falciparum M1AAP, M17LAP inhibition, HEK293 NOD2/NF-kB, Dynein cargo inh, Dynein cargo inh nuclear GR-EGFP, KOR beta-arrestin-2, KOR beta-arrestin-1, Dynein cargo inh cytoplasmic EGFP, Dynein cargo inh cell count, NOD1 inhibition
O=C(COC(=O)[C@@H]1CCCN1S(=O)(=O)c1ccc(Cl)cc1)NC12CC3CC(CC(C3)C1)C2
    28.6%, -0.3%, -0.6%, -4.0%, 4.9%, -0.273, -0.00522, -61.9%, -5.5%, -0.163, -0.624, -17.0%
O=c1[nH]cnc2ccsc12
    14.1%, 0.2%, -1.9%, -3.0%, -4.7%, 1.5, 0.775, -7.0%, 0.9%, -0.0728, -0.959, -26.2%
Cc1ccc2nc(/C(C#N)=C/c3ccccc3C(=O)O)[nH]c2c1
    23.9%, -0.1%, x, x, -2.9%, x, x, 20.1%, -3.8%, x, x, -16.3%
Cc1nn(C)c(C)c1/C=C1/SC(=S)NC1=O
    -11.9%, 0.0%, -6.3%, -24.8%, -30.4%, 0.376, 0.85, 3.1%, x, 0.961, 1.69, -21.7%
O=C(Nc1ccnn1C1CCN(C2CCC2)CC1)c1ccccc1Cl
    3.4%, -0.1%, x, x, 2.8%, x, x, -0.6%, 1.9%, x, x, -27.7%
CCOc1ccc(Oc2cc(N)cc([N+](=O)[O-])c2)cc1
    17.7%, 0.1%, 9.2%, -9.3%, -16.4%, 0.0477, -0.0608, 1.0%, -2.6%, -0.341, 0.771, -29.8%
CCOc1c(C(=O)CC)cc2c(C)cc(=O)oc2c1C
    -1.9%, -0.3%, -0.9%, -4.1%, -4.1%, 0.966, 0.439, -19.0%, 6.7%, -0.258, 0.358, 9.4%
O=C(C1CCN(c2nnc(N3CCCC3=O)s2)CC1)N1CCN(c2cccc(C(F)(F)F)c2)CC1
    8.3%, -0.2%, x, x, -11.5%, x, x, -26.5%, -1.2%, x, x, 34.6%
CCn1c2ccccc2c2cc(NC(=O)COc3ccccc3OC)ccc21
    1.0%, 1.1%, 0.8%, -5.1%, 14.5%, 0.224, 0.178, -88.1%, 3.9%, -0.172, -0.883, 12.1%
COC1CCN(C(=O)C2CCC(=O)N(C3CCCCCC3)C2)CC1 (stereo not drawn)
    7.3%, 0.0%, x, x, -21.8%, x, x, -14.5%, -5.2%, x, x, -58.3%
CC(=O)Nc1ccc(S(=O)(=O)N2CCN(C(=O)c3ncoc3-c3cccc(F)c3)CC2)cc1
    -2.3%, -0.1%, x, x, 27.9%, x, x, -25.2%, 2.9%, x, x, -17.9%
CC(=O)Nc1ccc(Nc2ncc([N+](=O)[O-])c(Nc3ccc(NC(C)=O)cc3)n2)cc1
    27.3%, -0.1%, -2.3%, 11.4%, -24.8%, -0.582, 0.384, -4.7%, 4.7%, -0.113, -0.486, 10.5%
CCOC(=O)C1(CCOc2ccccc2)CCN(Cc2ccc(COC)o2)CC1
    1.2%, -0.3%, -3.6%, -7.9%, -3.2%, -0.0477, 0.11, -18.3%, -0.7%, -0.158, 0.429, 0.6%
CC(C)(C)NC(=O)C(c1ccccc1F)N(Cc1ccco1)C(=O)c1csnn1 (stereo not drawn)
    -5.0%, -0.2%, 9.2%, -2.1%, 1.2%, -0.684, -0.0306, 26.2%, 2.0%, -0.229, 0.513, 2.8%
Cc1ccc(C)c(-n2c(SCC(=O)N3CCCC3)nnc2-c2ccccn2)c1
    6.4%, 0.8%, 6.4%, 15.4%, 8.3%, 1.2, 0.676, -9.4%, 0.5%, -0.207, -0.422, -3.0%
COc1ccc(C(C(=O)NC2CCCC2)N(Cc2cccnc2)C(=O)Cc2cccs2)c(OC)c1 (stereo not drawn)
    3.8%, -0.3%, x, x, -3.5%, x, x, -1.9%, -5.9%, x, x, -36.6%
COc1ccc(C(=O)Nc2ccc(NC(=O)C(C)C)nc2)cc1
    30.4%, 0.2%, 9.0%, -4.9%, 6.3%, 1.72, 0.697, -18.1%[20 µM], x, -0.0527, -2.07, -20.9%
CCN(CC)C(=O)Cn1c(=O)n(-c2ccccc2)c(=O)n1CC(=O)N(CC)CC
    -2.7%, 0.3%, 9.8%, 5.9%, -11.2%, -0.0315, -0.111, -22.7%, -0.5%, 0.107, -0.0247, 23.9%
O=c1c2cc3c(cc2[nH]c(=S)n1CCN1CCOCC1)OCO3
    -12.0%, -2.3%, 1.2%, -2.6%, 2.2%, -0.328, -0.254, -2.8%, 3.7%, -0.19, 0.822, 7.0%
Cc1cc(C)c2c(CN3CCCCC3C)cc(=O)oc2c1 (stereo not drawn)
    9.3%, 0.4%, x, x, 4.2%, x, x, -0.4%, 3.5%, x, x, -12.2%
COc1ccc(O)c(C(=O)CC(=O)c2ccccc2C)c1
    -6.5%, -0.2%, -0.4%, 8.7%, -64.5%, 1.47, 0.842, -14.2%, -2.0%, -0.177, -0.828, -14.9%
O=C(Nc1nc2ccccc2s1)c1cc2c(s1)-c1ccccc1OC2
    27.7%, -0.1%, 7.0%, -10.4%, 0.7%, i, x, 11.5%, 4.3%, x, -3.13, -114.0%
COc1cccc(NC(=O)C2CCCN2S(=O)(=O)c2ccc3c(c2)C(C)(C)C(=O)N3C)c1 (stereo not drawn)
    -1.6%, -0.1%, x, x, 7.6%, x, x, -15.8%[20 µM], 0.6%, x, x, 8.2%
Cc1cc(C)c(C)c(S(=O)(=O)Nc2ccc(O)cc2)c1C
    -6.7%, 0.2%, -1.8%, 4.3%, 21.4%, -0.142, -0.371, -0.8%, -3.3%, -0.288, 1.36, 2.6%
Cc1ccccc1C(=O)NC1CCN(Cc2nnnn2Cc2ccc(F)cc2)CC1
    10.5%, 0.2%, 8.2%, 11.2%, -49.5%, -1.05, -0.171, -33.4%, -6.6%, -0.278, -0.372, 4.1%
O=C(c1ccc(Cl)c(Cl)c1)N1CCC(=O)N(C(COCc2cccc(Cl)c2)Cc2ccccc2)CC1 (stereo not drawn)
    20.6%, 0.1%, 1.4%, 8.1%, -0.3%, -0.332, 0.327, -14.8%, -0.3%, -0.221, 0.368, -30.6%
O=C(c1ccccc1)N(Cc1nc2ccccc2c(=O)[nH]1)C1CCCCC1
    0.0%, 0.1%, 10.5%, 3.9%, 4.4%, -0.509, 0.0541, -7.6%[20 µM], -3.5%, -0.187, 0.873, -13.1%
Cn1c(SCC#N)nnc1-c1cccnc1
    6.6%, -0.2%, 6.2%, 17.0%, -13.1%, -0.989, -0.685, -34.2%, 3.2%, -0.31, 0.756, -26.3%
Cc1ccc(NC(=O)COC(=O)CNC(=O)c2ccc(Br)cc2)c(C)c1
    6.4%, 0.2%, -0.5%, -21.4%, 11.0%, -0.215, -0.407, x, 0.2%, -0.177, 0.657, -12.5%
COc1ccccc1NC(=S)N=Nc1c(O)[nH]c2ccc(Br)cc12
    16.7%, 0.2%, 3.8%, -4.8%, -156.4%, -0.368, -0.188, 25.4%, 2.4%, -0.226, -0.0236, -13.5%

Some of these compounds in order of molar mass, lowest first.
Each structure is followed by: AID2073, GPR55 activation, P. falciparum M1AAP, M17LAP inhibition, HEK293 NOD2/NF-kB, Dynein cargo inh, Dynein cargo inh nuclear GR-EGFP, KOR beta-arrestin-2, KOR beta-arrestin-1, Dynein cargo inh cytoplasmic EGFP, Dynein cargo inh cell count, NOD1 inhibition
Cc1cc(C)c(C)c(S(=O)(=O)Nc2ccc(O)cc2)c1C
    -6.7%, 0.2%, -1.8%, 4.3%, 21.4%, -0.142, -0.371, -0.8%, -3.3%, -0.288, 1.36, 2.6%
CCn1c2ccccc2c2cc(NC(=O)COc3ccccc3OC)ccc21
    1.0%, 1.1%, 0.8%, -5.1%, 14.5%, 0.224, 0.178, -88.1%, 3.9%, -0.172, -0.883, 12.1%
CC(=O)Nc1ccc(Nc2ncc([N+](=O)[O-])c(Nc3ccc(NC(C)=O)cc3)n2)cc1
    27.3%, -0.1%, -2.3%, 11.4%, -24.8%, -0.582, 0.384, -4.7%, 4.7%, -0.113, -0.486, 10.5%

Other structures:
Each structure is followed by: AID2073, GPR55 activation, P. falciparum M1AAP, M17LAP inhibition, HEK293 NOD2/NF-kB, Dynein cargo inh, Dynein cargo inh nuclear GR-EGFP, KOR beta-arrestin-2, KOR beta-arrestin-1, Dynein cargo inh cytoplasmic EGFP, Dynein cargo inh cell count, NOD1 inhibition
Cc1c(C(=O)N2CCCCC2C)sc2nc3n(c(=O)c12)CCC3 (stereo not drawn)
    15.9%, -0.1%, x, x, -8.6%, x, x, -56.6%, 2.4%, x, x, -8.0%
Cc1nnc(NC(=O)c2ccc(Br)o2)s1
    7.1%, 0.5%, x, x, -7.0%, x, x, -14.8%, -4.7%, x, x, -12.5%
Cn1c(=O)c2c(nc(N/N=C/c3ccc(OC(=O)c4ccco4)cc3)n2Cc2ccccc2)n(C)c1=O
    21.8%, -0.3%, 6.4%, 7.6%, -1.9%, 2, 1.19, -38.1%, 11.8%, -0.0967, -1.86, 26.6%
COC(=O)c1cc(NC2c3ncccc3C(=O)N2Cc2ccccc2)cc(C(=O)OC)c1 (stereo not drawn)
    -0.2%, 0.2%, 1.0%, 4.1%, -3.6%, 1.65, 1.02, 15.8%, 0.9%, -0.314, -1.03, -12.5%
O=C1CC(c2ccccc2)Cc2nc(NC3CC3)ncc21 (stereo not drawn)
    -4.5%, -0.4%, 0.8%, -8.4%, -18.0%, 0.583, 0.437, -18.0%, 7.6%, -0.201, -0.756, -15.7%
CCOc1ccc(NC(=S)NCCCN2CCN(c3ccc(OC)cc3)CC2)cc1
    -19.5%, -0.7%, 2.6%, -5.6%, 16.4%, -0.268, -0.475, -9.4%, -3.5%, -0.307, 0.436, 19.0%
CC(C)N1C(=O)S/C(=C/c2ccc3c(c2)n(C)c(=O)n3C)C1=O
    9.2%, -0.1%, -4.0%, 4.2%, -47.2%, 0.0302, 0.0146, 17.9%, 0.0%, 0.165, -0.745, 17.9%
